KOR beta-arrestin-1 – KOR agonists, beta-arrestin recruitment, primary screen, cell-based, luminescence, uHTS (AID 1777); KOR beta-arrestin recruitment, luminescence; higher % means a stronger effect; activation, % at 10 µM; hits with a dose series show EC50 in µM; 280,000 compounds, 0.02% hits; in the data active = activation above about 50%, passing the limit was not always enough; note: a part of the inactive calls stands beside numbers as strong as those of hits
GPR55 LPI antagonism – inhibition of LPI-stimulated GPR55 beta-arrestin translocation – imaging, U2OS, beta-arrestin-GFP, LPI agonist, primary screen (AID 2013). U2OS GPR55 beta-arrestin-GFP translocation imaging, LPI antagonism; higher % means a stronger effect. inhibition, % at 10 µM, or IC50 in µM where a hit was titrated. 290,000 compounds, 0.13% hits;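 active = spots per cell inhibited over 60%, with over 100 cells counted and total cytoplasm intensity under 500,000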;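 note: U2OS cells stably carrying GPR55 and arrestin-GFP stimulated by 5 µM LPI near EC80; imaged beta-arrestin-GFP aggregate spots per cell after agonist stimulation; plate controls were LPI-stimulated DMSO wells for no effect and DMSO wells without LPI for full effect; some results filed as inactive read as strong as hits; confirmed hits need IC50 under 10 µM and bright autofluorescent wells are also inconclusive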
GPR35 antagonists – inhibition of zaprinast-stimulated GPR35 beta-arrestin translocation – imaging, U2OS, beta-arrestin-GFP, zaprinast agonist, primary screen (AID 2058) | 290,000 compounds, 0.052% hits | U2OS GPR35 beta-arrestin-GFP translocation imaging, zaprinast antagonism; higher % means a stronger effect | one-dose inhibition, % at 10 µM; IC50 in µM for titrated hits;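 active = inhibition of at least 50% with at least 30 cells and total cytoplasm GFP at most 10,000,000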
KOR beta-arrestin-2 – kappa opioid receptor blockers – cell-based, luminescence, uHTS (AID 1778); 290,000 compounds, 0.091% hits; KOR beta-arrestin recruitment, luminescence, antagonist mode; higher % means a stronger effect; inhibition, % at 10 µM; hits with a dose series show IC50 in µM; in the data active = inhibition above about 50%; note: strong numbers were not always called active
West Nile antiviral – inhibition of WNV-induced cytopathic effect – cell-based, CPE readout (AID 1621) | West Nile virus-infected cells, CPE inhibition; higher % means a stronger effect | CPE inhibition, % at 10 µM, or IC50 in µM where a hit was titrated | 290,000 compounds, 0.02% hits; in the data active = a potency from the dose series; note: strong numbers were not always called active
NOD1 NF-kB reporter – NOD1 signaling inhibitors, primary screen, cell-based, luminescence, uHTS (AID 1578). inhibition, % at 4 µM, or EC50 in µM where a hit was titrated. 290,000 compounds, 1% hits. NOD1-driven NF-kB luciferase reporter cells, luminescence; higher % means a stronger effect; in the data active = inhibition mostly above about 36%, no sharp cut-off; inactive = mostly below about 34%;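 note: HEK-293T reporter cells stimulated with the NOD1 agonist gamma-tri-DAP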
GPR55 activation – GPR55 agonists via beta-arrestin recruitment, primary screen, imaging, U2OS cells, beta-arrestin-GFP redistribution (AID 1961) | U2OS GPR55 beta-arrestin-GFP redistribution imaging; higher % means a stronger effect | 290,000 compounds, 0.048% hits | one-dose activation, % at 10 µM; EC50 in µM for titrated hits;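 active = activation above 40% with more than 50 cells counted in the well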;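 note: U2OS osteosarcoma cells stably expressing GPR55 and beta-arrestin-GFP; plate controls were DMSO negative control for no effect and LPI positive control for full effect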
HIV fusion peptide – inhibitors of HIV fusion peptide binding, primary screen, biochemical, uHTS, fluorescence dequenching (AID 1986) | cell-free peptide binding, fluorescence dequenching, 30 min; higher % means a stronger effect | one-dose inhibition, % at 20 µM; IC50 in µM for titrated hits | 290,000 compounds, 0.3% hits; in the data active = inhibition mostly above about 52%, no sharp cut-off; inactive = mostly below about 76%; note: some results filed as inactive read as strong as hits
NS5 inhibitors – Dengue-2 NS5 methyltransferase inhibitors, primary screen, biochemical, confirmation dose response (AID 588689); Dengue-2 NS5 methyltransferase capping enzyme assay, biochemical; higher % means a stronger effect; inhibition, % at 25 µM; hits with a dose series show IC50 in µM; 340,000 compounds, 0.3% hits; in the data active = a potency from the dose series
NS5 inhibitors pilot replicate – further read-out of NS5 inhibitors, marked with its call; inhibition, %; measured here: pilot screen replicate inhibition
Active calls of the source: *; . = no result given; [ ] = remark or other dose.

SMILES	KOR beta-arrestin-1	GPR55 LPI antagonism	GPR35 antagonists	KOR beta-arrestin-2	West Nile antiviral	NOD1 NF-kB reporter	GPR55 activation	HIV fusion peptide	NS5 inhibitors	others
CCOC(=O)c1sc(NC(=O)c2ccc(S(=O)(=O)N(C)C)cc2)cc1C	1.2%	-5.2%	3.7%	-15.5%	-0.2%	35.0%	-0.2%	-1.8%	-3.1%	NS5 inhibitors pilot replicate=3.6
C/C(=N/NC(=O)c1cccs1)c1ccc(N2CCOCC2)cc1	0.1%	3.3%	8.7%	-8.8%	-0.6%	-21.7%	-0.5%	-1.1%	1.3%
O=C(CSc1nnc(NC(=O)C2CC2)s1)Nc1ccccc1C(F)(F)F	1.8%	-0.4%	1.1%	8.4%	0.0%	-20.8%	-0.2%	-1.2%	-1.6%
CC(/C=C/c1ccc(Cl)o1)=C\C(=O)O	14.9%	-1.2%	3.0%	-3.9%	0.2%	-10.2%	0.7%	-0.8%	7.0%
C[C@@H]1C[C@H]2[C@@H]3C[C@H](F)C4=CC(=O)C=C[C@]4(C)[C@@]3(F)[C@@H](O)C[C@]2(C)[C@@]1(O)C(=O)CO	0.2%	-1.0%	3.1%	-8.4%	-0.1%	0.5%	-0.2%	-0.2%	0.0%
Cc1cccc(NC(=O)CC2c3ccccc3Oc3ccccc32)c1	12.4%	1.4%	-3.1%	-37.4%	-1.1%	-1.3%	0.1%	-0.2%	-3.6%
CC(Oc1ccccc1F)C(=O)NNC(=O)c1ccc(F)c(S(=O)(=O)N2CCOCC2)c1 (stereo unspecified)	2.4%	-0.6%	-5.0%	-16.9%	-0.4%	7.0%	-0.1%	-0.1%	1.6%
Cc1c(C(=O)NCc2c(F)cc(F)cc2F)oc2ccc(S(=O)(=O)N3CCOCC3)cc12	-1.7%	-11.7%	-6.2%	-11.9%	0.2%	18.5%	-0.3%	1.4%	-7.1%
NC(=O)C1CC(=O)N(c2ccc(OCC(=O)Nc3ccc(Cl)cc3)cc2)C1 (stereo unspecified)	3.1%	7.4%	8.1%	17.1%	-0.3%	-11.9%	0.2%	-0.8%	-2.5%
COc1ccc(Cn2c(=O)[nH]c3cc(C(=O)N4CCN(c5ccc(OC)cc5)CC4)ccc3c2=O)cc1	4.0%	0.2%	13.8%	-22.3%	-1.2%	-11.0%	-0.1%	1.6%	-3.3%
O=C(c1ccc(Cl)c(S(=O)(=O)N2CCCC2)c1)N1CCN(c2ccccn2)CC1	-5.9%	11.4%	5.1%	9.3%	-0.5%	1.7%	-0.1%	-1.6%	-2.4%
O=C(CNC(=O)c1ccc(Cl)cc1)OC1CCOC1=O (stereo unspecified)	-2.6%	-5.0%	6.7%	-22.9%	0.2%	-34.7%	0.0%	-0.5%	-5.2%
COc1ccc(NS(=O)(=O)c2cccc(NC(=O)c3cnccn3)c2)cc1Br	-1.6%	6.7%	-21.1%	-7.1%	-1.2%	-3.6%	0.5%	-1.6%	.
Cc1cc(C(=O)Nc2c(F)cc(F)cc2Br)no1	-2.5%	8.7%	-2.0%	16.8%	-0.3%	-10.1%	-0.2%	-2.5%	-4.0%
COc1ccc(CCNS(=O)(=O)c2cc(C(=O)O)c(Cl)cc2Cl)cc1	-3.3%	9.1%	-2.8%	-9.0%	0.9%	-57.8%	-0.1%	1.6%	-3.1%
CCOC(=O)N1CCN(c2nc3c(c(=O)[nH]c(=O)n3C)n2Cc2ccccc2Cl)CC1	5.8%	3.9%	3.7%	-3.5%	0.2%	15.0%	-0.2%	13.0%	.
CCCCCC(=O)NC(=S)Nc1cccc(-c2nc3ncccc3o2)c1	8.7%	5.0%	-3.0%	2.0%	-0.7%	-7.7%	0.4%	1.1%	.
COc1ccc(CCC(=O)NCc2ccccc2Cl)cc1OC	0.5%	-6.3%	1.1%	5.9%	0.6%	-4.6%	0.0%	-0.1%	-3.3%
O=C1c2ccccc2C(=O)N1Cc1nn2c(-c3ccc(Cl)cc3)nnc2s1	31.3%	-4.5%	-22.4%	-16.9%	1.2%	-38.9%	-0.1%	-2.3%	-8.8%
CCn1cc(CN2CCCC(CNS(=O)(=O)c3ccc(OC)cc3)C2)cn1 (stereo unspecified)	-2.6%	5.1%	4.2%	5.7%	-0.8%	-6.8%	0.0%	-0.1%	2.0%
CCCCn1c(-c2cc(Cl)ccc2OC)n[nH]c1=S	-5.8%	-0.7%	12.1%	38.7%	-0.5%	-24.2%	-0.4%	-0.8%	-0.8%
CCCCN(Cc1cc2cc(OC)ccc2[nH]c1=O)C(=O)c1ccccn1	40.3%	-0.1%	-2.3%	16.7%	0.2%	-2.9%	-0.2%	-0.7%	-6.8%
CCNC(=O)C(C)NC(=O)C1=NN(c2ccccc2)C(=O)CC1 (stereo unspecified)	-0.6%	8.3%	-1.4%	-38.5%	0.4%	-13.0%	0.1%	1.8%	-3.3%
O=C(/C=C/c1ccccc1Cl)Nc1cccc(O)c1	-3.8%	5.0%	3.9%	3.2%	0.5%	-34.2%	-0.3%	0.3%	-8.0%
O=C(CCc1ccccc1)NC(=S)Nc1cccc(Br)c1	2.6%	-7.4%	0.8%	-5.9%	-0.5%	-14.7%	-0.2%	2.7%	-0.6%
CC(CCc1ccccc1)NC(=O)Cc1ccc([N+](=O)[O-])cc1 (stereo unspecified)	2.7%	5.7%	2.1%	-17.3%	-0.6%	-2.1%	0.5%	1.7%	1.8%
O=C(O)CCc1ccc(-c2ccccc2)n1CC(=O)Nc1cccc(C(F)(F)F)c1	2.9%	-2.9%	4.0%	-40.5%[20 µM]	1.0%	18.1%	0.7%	10.5%	-5.0%
COc1ccc(NC(=O)Cn2c(=O)n(CC3CCCO3)c(=O)c3cc(OC)c(OC)cc32)cc1OC (stereo unspecified)	-1.7%	-14.9%	-18.1%	-22.8%[20 µM]	-0.3%	-21.2%	0.3%	0.6%	-2.1%
Cc1occc1C(=O)NNC(=O)c1ccccc1[N+](=O)[O-]	7.7%	-5.2%	6.8%	13.8%	0.1%	-11.3%	-0.1%	0.1%	1.6%
O=C(CCCn1c(SCC(=O)Nc2ccccc2C(F)(F)F)nc2ccccc2c1=O)NCC1CCCO1 (stereo unspecified)	3.1%	-10.9%	-1.8%	4.4%	0.3%	-25.7%	-0.1%	-1.3%	-4.4%
O=C(Nc1ccc(CN2CCCCC2)cc1)c1cccc(F)c1	-1.0%	2.4%	-6.2%	5.9%[20 µM]	-0.6%	-40.6%	-0.1%	1.5%	-0.8%
Cc1ccc2c(c1)C(=O)CC1(CCCCCC1)O2	3.4%	2.0%	8.2%	-33.8%	0.8%	-9.1%	0.8%	0.0%	1.6%
COc1ccc(OC)c(N(CC(=O)Nc2cccnc2)S(=O)(=O)c2ccc(C)cc2)c1	2.8%	4.7%	-3.8%	25.9%	1.0%	3.5%	-0.1%	-1.6%	-5.6%
CC(C)[C@H](NC(=O)C1CCN(C(=O)[C@@H]2CCCN2)CC1)C(=O)NCc1ccc(F)cc1	-1.1%	7.7%	5.4%	-15.1%[20 µM]	-0.3%	-12.5%	-0.1%	-0.3%	-4.3%
Cc1ccc(S(=O)(=O)CC(=O)Nc2nc3ccc(S(N)(=O)=O)cc3s2)cc1	-2.7%	8.5%	-1.2%	-36.1%	-0.3%	-9.2%	-0.3%	2.6%	7.0%
Cc1ccc(C(=O)CN2C(=O)C(C)Oc3ccccc32)cc1 (stereo unspecified)	.	5.2%	10.2%	4.2%[20 µM]	-0.6%	-40.8%	-0.1%	-1.0%	-12.4%
O=C(Oc1cccnc1)c1cc2ccccc2oc1=O	2.5%	7.8%	-0.3%	5.0%	-0.1%	-17.6%	0.0%	1.1%	-10.4%
Cc1noc(NS(=O)(=O)c2ccc(NC(=O)c3nn(-c4ccc(F)cc4)ccc3=O)cc2)c1C	0.0%	20.7%	-7.1%	5.8%	-0.4%	-17.2%	0.3%	4.5%	-5.9%
COC(=O)Cc1c(C)c2ccc(OCC(=O)N(C)C)cc2oc1=O	-14.1%	3.6%	7.1%	25.4%	0.2%	7.0%	-0.1%	0.4%	-4.1%
CCOC(=O)Cc1csc(NC(=O)Cc2ccc(Br)cc2)n1	.	6.3%	2.3%	1.7%	-0.2%	-4.5%	-0.1%	0.4%	-7.0%
O=C(O)c1ccc2c(c1)C(c1ccccc1)OC2=O (stereo unspecified)	0.0%	9.4%	3.6%	20.0%	0.4%	5.7%	0.0%	-0.5%	-4.1%	NS5 inhibitors pilot replicate=3.5
COCCC1CCCCN1C(=O)c1cc(COc2ccc(-n3cncn3)cc2)on1 (stereo unspecified)	-2.8%	8.0%	5.5%	8.6%	-0.5%	.	0.6%	-0.2%	-6.0%
COc1cccc(N/C(SCc2ccccc2C)=C(/C#N)C(=O)NCc2cccs2)c1	-3.0%	11.9%	0.0%	19.0%	-1.0%	-25.8%	-0.3%	0.2%	1.3%
O=C1CSCN1c1ccc(Cl)cc1	-0.4%	-7.2%	7.1%	9.4%[20 µM]	0.1%	-36.3%	-0.1%	2.0%	4.4%
COc1ccc2c(c1)OC(O)(C(F)F)CC2=O (stereo unspecified)	-6.4%	9.6%	13.7%	-44.7%	0.1%	-2.0%	0.0%	-0.2%	-4.2%

Retrieved by compound from above, three records:
SMILES	KOR beta-arrestin-1	GPR55 LPI antagonism	GPR35 antagonists	KOR beta-arrestin-2	West Nile antiviral	NOD1 NF-kB reporter	GPR55 activation	HIV fusion peptide	NS5 inhibitors	others
CCOC(=O)Cc1csc(NC(=O)Cc2ccc(Br)cc2)n1	.	6.3%	2.3%	1.7%	-0.2%	-4.5%	-0.1%	0.4%	-7.0%
COc1ccc(OC)c(N(CC(=O)Nc2cccnc2)S(=O)(=O)c2ccc(C)cc2)c1	2.8%	4.7%	-3.8%	25.9%	1.0%	3.5%	-0.1%	-1.6%	-5.6%
Cc1ccc(C(=O)CN2C(=O)C(C)Oc3ccccc32)cc1 (stereo unspecified)	.	5.2%	10.2%	4.2%[20 µM]	-0.6%	-40.8%	-0.1%	-1.0%	-12.4%

(further entries)
SMILES	KOR beta-arrestin-1	GPR55 LPI antagonism	GPR35 antagonists	KOR beta-arrestin-2	West Nile antiviral	NOD1 NF-kB reporter	GPR55 activation	HIV fusion peptide	NS5 inhibitors	others
COc1ccc(NC(=O)CN2c3cccc4cccc(c34)S2(=O)=O)cc1	2.6%	-12.1%	-8.2%	33.5%	0.2%	3.1%	-2.3%	2.1%	-2.0%
COCCN1CC(O)=C(c2nc3ccccc3c(=O)[nH]2)C1=N	-5.2%	-3.5%	0.7%	1.9%	0.6%	-12.9%	0.2%	1.1%	.
O=C(Nc1ccccc1)Nc1cccc2nsnc12	.	-1.9%	-9.7%	-85.7%[20 µM]	-1.0%	-30.0%	0.2%	-0.2%	-4.6%
CCCn1c(=O)c2ccccc2n2c(SCc3nnc(-c4ccccc4Br)o3)nnc12	-4.3%	6.1%	-7.9%	6.2%	-0.8%	-16.8%	-0.2%	-1.2%	-3.1%
CC(C)NC(=O)C(Cc1ccccc1)N1C(=O)c2ccccc2C1=O (stereo unspecified)	-0.7%	-1.6%	-0.6%	-6.0%	-0.2%	-21.4%	-0.4%	1.8%	-2.1%

From PubChem

Only part of the results is shown, so the mix of outcomes need not match the whole.
